Source: PubChem BioAssay (National Center for Advancing Translational Sciences (NCATS))
Mito fusion act – blocks mitochondrial division or promotes mitochondrial fusion; S. cerevisiae fusion-defective mutant growth rescue, CellTiterGlo 48 h; Potency, µM (top dose mostly 46.1 µM), for the others: top-dose growth rescue (activation), actives largely listed as activators; actives 0.23% (n = 320,000);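 further: potency means the concentration at half of the fitted maximal effect; % of control where 0% means no effect; nearly all actives have a fitted effect of over 45% in size; temperature-sensitive fusion mutants such as fzo1-1 at 37 °C on non-fermentable ethanol glycerol medium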
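Temperature-sensitive fusion-defective S. cerevisiae (e.g. fzo1-1, mgm1-5) were grown with compound in YPEG medium (3% ethanol, 3% glycerol) for 48 hours at 37C. Growth rescue was measured as viability by CellTiterGlo luminescence after 10 minutes at ambient.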
PKM2 act – activators of human pyruvate kinase M2 | P14618 | purified PKM2, Kinase-Glo ATP luminescence, activation; response scale: 0% is enzyme alone, no compound | Potency, µM (doses to about 57.5 µM), for the others: at the top dose activation, usual class: activators | actives 0.34% (n = 260,000) | AID 1631; further: potency means the concentration at half of the fitted maximal effect; on the % scale 0 is the no-effect control and ±100 the full control effect; nearly all actives have a fitted effect of over 55% in size
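hPK-M2, >95% pure; 0.1 mM ADP / 0.5 mM PEP final; imidazole pH7.2 buffer w/ 7 mM MgCl2, 50 mM KCl; 1 h RT; Kinase-Glo lum. Intermediate enzyme activity for dual inhibitor/activator qHTS.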
USP2a block – inhibitors of human ubiquitin-specific protease USP2a. actives 0.01% (n = 330,000). Potency, µM (top dose mostly 38.3 µM), for the others: at the top dose activity change, negative = inhibition, hits mostly inhibitors. USP2 core, Ub-CHOP2 coupled fluorogenic reporter, 485/531;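 further: potency means the concentration at half of the fitted maximal effect; plate controls were DMSO wells for no effect and full inhibition by NEM control for full effect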
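Deubiquitinase activity read as fluorescence (485/531 nm) after Ub-CHOP2 cleavage activates the enterokinase reporter on its substrate; USP2 core 10nM, Ub-CHOP2 and substrate 25nM each, 30min compound preincubation then 60min RT; data normalized to NEM, curves fitted.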
GALK inh – galactokinase (human) inhibition | actives 0.007% (n = 270,000) | Potency, µM (doses to about 57.5 µM), without a hit: at the top dose activity change, negative = inhibition, usual class: inhibitors | Purified GALK, Kinase-Glo residual ATP luminescence; further: potency means the concentration at half of the fitted maximal effect; on the % scale 0 is the no-effect control and ±100 the full control effect
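The enzyme phosphorylates galactose (100 uM) using ATP (35 uM); inhibition is detected as higher residual ATP, quantified by bioluminescence after 1 h reaction at room temperature, pH 8.0.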
Menin MLL FP TR – displaces Texas Red mutant MLL peptide from human menin. O00255. Menin + Texas Red MLL mutant peptide, fluorescence polarization. Potency, µM (doses to about 61.6 µM), for inactives: at the top dose FP activity change, negative = inhibition, actives largely listed as inhibitors. actives 0.23% (n = 270,000); active means well fitted inhibition curve with a large enough effect in the polarisation, with a control signal flat, not every such curve was filed as active; inconclusive means small, poorly fitted or top-dose-only effect, or effect the other way, or a change in a side signal; inactive means no such curve, though single readings can be large or run the other way; the % refers to the polarisation; further: potency means the concentration at half of the fitted maximal effect; % of control where 0% means no effect; many of its hits are not listed in these tables
BCR signal inh – inhibitors of chronic active B-cell receptor signaling; actives 0.05% (n = 340,000); ABC-DLBCL IkBa-CBG/CBR reporter, luminescence ratio, 4 h; AID 493014; Potency, µM (doses to about 46.1 µM), inactives show at the top dose ratio change, negative = lower green/red ratio, usual class: inhibitors; active means well fitted inhibition curve with a large enough effect in the signal ratio, with a control signal flat, not every such curve was filed as active; inconclusive means small, poorly fitted or top-dose-only effect, or effect the other way, or a change in a side signal; the % refers to the signal ratio;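 further: potency means the concentration at half of the fitted maximal effect; plate controls were basal doxycycline-induced cells for no effect and cells given 10 µM MG132 for full effect; MG132 reads +100%, hits lower the ratio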
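Cell line TMD8 (human ABC DLBCL), stably expressing tet-inducible CBG68-IkBa fusion and CBR; IMDM/0.5% FBS; cpd up to 46 uM; dox induction, 4 h, 37C/5% CO2; dual luminescence; green/red ratio; MG132 control.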
Eya2 inh – inhibitors of human Eya2 phosphatase activity. O00167. recombinant Eya2, OMFP fluorescence dephosphorylation (OMFP is methylfluorescein phosphate). Potency, µM (titrated, usually from 76.9 µM), for the others: at the highest dose activity, negative = inhibition, actives largely listed as inhibitors. actives 0.006% (n = 330,000). AID 488837; further: potency means the concentration at half of the fitted maximal effect; on the % scale 0 is the no-effect control and ±100 the full control effect
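Eya2 (0.2 uM) preincubated 10 min at ambient with compound, then OMFP substrate added at 50 uM; 10 min reaction in 50 mM HEPES pH 7.5, 50 mM NaCl, 5 uM MgCl2, 0.05% BSA, 1 mM DTT. Fluorescence read at Ex 485/Em 525 nm.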
hERG WT inh – blocks the wildtype human KCNH2 potassium channel; U2OS, BacMam KCNH2, thallium flux FluxOr; stronger effect = lower value; Q12809; activity change, % at 1.84 µM; actives 0.37% (n = 340,000);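 active means maximum activity change below -70%; inconclusive means maximum activity change between -70% and -50%; inactive means maximum activity change above -50%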; further: on the % scale 0 is the no-effect control and ±100 the full control effect
Target sequence (Q12809 whole entry, looked up): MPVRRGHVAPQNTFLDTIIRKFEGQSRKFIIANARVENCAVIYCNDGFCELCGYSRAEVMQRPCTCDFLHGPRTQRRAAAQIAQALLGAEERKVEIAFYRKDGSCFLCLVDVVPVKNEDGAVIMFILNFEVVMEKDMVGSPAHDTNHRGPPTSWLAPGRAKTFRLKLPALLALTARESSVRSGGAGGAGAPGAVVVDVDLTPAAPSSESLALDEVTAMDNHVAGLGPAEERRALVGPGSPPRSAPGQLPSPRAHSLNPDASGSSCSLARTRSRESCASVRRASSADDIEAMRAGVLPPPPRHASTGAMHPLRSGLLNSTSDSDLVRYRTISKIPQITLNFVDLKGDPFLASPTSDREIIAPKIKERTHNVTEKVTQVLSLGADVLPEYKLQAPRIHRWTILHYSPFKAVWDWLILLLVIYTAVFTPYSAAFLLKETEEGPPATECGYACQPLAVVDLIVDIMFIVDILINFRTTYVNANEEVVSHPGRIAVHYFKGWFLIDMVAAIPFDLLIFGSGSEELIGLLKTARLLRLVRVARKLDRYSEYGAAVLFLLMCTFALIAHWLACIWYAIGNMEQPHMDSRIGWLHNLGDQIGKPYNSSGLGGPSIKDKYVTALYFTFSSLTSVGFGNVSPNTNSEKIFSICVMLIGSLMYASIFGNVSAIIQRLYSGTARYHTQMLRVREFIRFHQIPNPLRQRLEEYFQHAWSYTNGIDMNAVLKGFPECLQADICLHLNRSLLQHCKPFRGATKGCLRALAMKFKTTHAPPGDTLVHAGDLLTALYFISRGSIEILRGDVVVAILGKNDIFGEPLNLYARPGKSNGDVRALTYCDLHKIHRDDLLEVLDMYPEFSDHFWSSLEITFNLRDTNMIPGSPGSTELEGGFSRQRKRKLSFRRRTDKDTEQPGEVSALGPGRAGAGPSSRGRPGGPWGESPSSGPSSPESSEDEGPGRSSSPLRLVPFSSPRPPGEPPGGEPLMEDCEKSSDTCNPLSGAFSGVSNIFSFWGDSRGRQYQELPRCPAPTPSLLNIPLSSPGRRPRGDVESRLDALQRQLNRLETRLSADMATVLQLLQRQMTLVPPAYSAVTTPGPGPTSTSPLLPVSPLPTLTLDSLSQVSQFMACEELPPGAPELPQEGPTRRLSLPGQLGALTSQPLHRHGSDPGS
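U2OS cells transduced with wild-type KCNH2 virus are loaded with FluxOr dye for 45 min, and thallium flux is measured in kinetic reads before and after stimulation buffer. Rate constants are normalized to DMSO controls.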
ASM inhibitor – blocks human secretory acid sphingomyelinase; P17405; placental ASM, HMU-PC fluorogenic substrate, 60 min; Potency, µM (highest dose often 57.5 µM), for inactives: at the highest dose activity change, negative = inhibition, hits mostly inhibitors; actives 0.006% (n = 340,000); AID 504937; further: potency means the concentration at half of the fitted maximal effect
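Human placenta-derived ASM enzyme was preincubated with compound for 10 minutes at room temperature, then given fluorogenic substrate HMU-PC0 (9 uM final) for 60 minutes at 37 °C; a pH 10 stop preceded fluorescence reading at Ex 386/Em 447 nm.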
TSHR antag – antagonists of human thyroid stimulating hormone receptor; P16473; TSHR-expressing cells, TSH-stimulated cAMP HTRF, 2 h; stronger effect = lower value; activity change, negative = inhibition, % at 11.5 µM; actives 0.2% (n = 330,000);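 active means activity change below a set negative limit, meaning inhibition stronger than a set level, cut at about -70% in these data; inconclusive means activity change between two set negative limits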; further: on the % scale 0 is the no-effect control and ±100 the full control effect
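Read-out is FRET at 665 nm (cryptate excitation 337 nm) from a cryptate-tagged anti-cAMP antibody, competed by cell cAMP against cAMP-d2. Compounds are tested on freshly harvested TSHR cells challenged with 4nM TSH (EC80) for 2 hours at 37 deg C.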
MBNL1 CUG block – blocks human MBNL1 binding to CUG repeat RNA. TR-FRET MBNL1-His/biotin-(CUG)12 binding, 665/545 ratio. Potency, µM (top dose mostly 57.5 µM), for inactives: at the top dose activity change, negative = inhibition, most hits filed as inhibitors. actives 0.036% (n = 280,000). AID 2675; active means well fitted inhibition curve with a large enough effect in the signal ratio, with a control signal flat, not every such curve was filed as active; inconclusive means small, poorly fitted or top-dose-only effect, or effect the other way, or a change in a side signal; inactive means no such curve, though single readings can be large or run the other way; the % refers to the signal ratio; further: potency means the concentration at half of the fitted maximal effect; on the % scale 0 is the no-effect control and ±100 the full control effect
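MBNL1-His + Biotin-(CUG)12, cpd titration 92 nM–58 uM; Tb anti-His Ab 0.055 ng/ul, SA-XL665 5 nM (final); 60 min RT; ratiometric 665/545 nm, Ex 340 nm; normalized to buffer and full-complex controls.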
An asterisk follows results filed as active; & = joins results of further samples; [ ] = another dose, or the depositor's remark. Unless noted, the call rests on the fitted dose curve; in most records, active means well fitted curve in the direction sought with a large enough effect; inconclusive means small, poorly fitted or top-dose-only effect, or another doubt; inactive means no such curve, though single readings can be large; an effect the other way counts as inactive or inconclusive.

Results for O=C(COC(=O)CCCCCN=C1NS(=O)(=O)c2ccccc21)Nc1ccc(Cl)c(Cl)c1 ?
Mito fusion act: -4%; PKM2 act: 7%; USP2a block: -2%; GALK inh: 0%; Menin MLL FP TR: inconclusive; BCR signal inh: -1%; Eya2 inh: -4%; hERG WT inh: 21; ASM inhibitor: -13%; TSHR antag: 0; MBNL1 CUG block: -9%

How did CCOC(=O)Cc1ccc2sc(-c3ccccc3)nc2c1 do in these assays?
Mito fusion act: -1%; PKM2 act: -42%; USP2a block: -1%; GALK inh: 7%; Menin MLL FP TR: -4%; BCR signal inh: inconclusive; Eya2 inh: -7%; hERG WT inh: -5; ASM inhibitor: 5%; TSHR antag: -7

What do the screens show for `O=[N+]([O-])c1ccc(S(=O)(=O)N2CCN(c3ccc(N4CCOCC4)nn3)CC2)cc1`?
Mito fusion act: 4%; USP2a block: 0%; BCR signal inh: inconclusive; Eya2 inh: -6%; hERG WT inh: -5; ASM inhibitor: -1%; TSHR antag: 3

What do the screens show for `COc1ccc(CCn2c(O)c(C=Nc3cccc(F)c3)c(=O)[nH]c2=O)cc1OC`?
Mito fusion act: -2%; PKM2 act: 0%; USP2a block: 1%; GALK inh: 2%; BCR signal inh: -13%; Eya2 inh: -16%; hERG WT inh: 0; ASM inhibitor: -2%; TSHR antag: -1; MBNL1 CUG block: -11%

How did Cc1cccc(NC(=O)C2(C)CC3c4ccccc4C2c2ccccc23)c1 (stereo not drawn) do in these assays?
Mito fusion act: 3%; PKM2 act: -1%; USP2a block: -2%; GALK inh: -1%; Menin MLL FP TR: inconclusive; BCR signal inh: -15%; Eya2 inh: -6%; hERG WT inh: 4; ASM inhibitor: -1%; TSHR antag: -19; MBNL1 CUG block: -2%

How did Cc1ccc(S(=O)(=O)N2CCC(C(=O)Nc3nnc(C)s3)CC2)cc1 do in these assays?
Mito fusion act: -4%; PKM2 act: 4%; USP2a block: -1%; GALK inh: -2%; Menin MLL FP TR: 12%; BCR signal inh: -13%; Eya2 inh: -10%; hERG WT inh: -14; ASM inhibitor: 8%; TSHR antag: -14; MBNL1 CUG block: 2%

What do the screens show for `COC(=O)C1=C(C)N(Cc2ccccc2)C(=NCCc2ccccn2)N[C@H]1c1cccc(F)c1`?
Mito fusion act: -8%&0%; PKM2 act: -1%&0%; USP2a block: 0%&4%; Menin MLL FP TR: -11%&-2%; BCR signal inh: inconclusive; Eya2 inh: -5%&-3%; hERG WT inh: 35; ASM inhibitor: 4%; TSHR antag: -5&3; MBNL1 CUG block: -6%&-1%

Results for CCc1ccc(-c2nc(CN3CCC(C(=O)NCCN(CC)c4ccccc4)CC3)c(C)o2)cc1 ?
Mito fusion act: -11%; PKM2 act: -6%; USP2a block: 2%; GALK inh: 0%; Menin MLL FP TR: inconclusive; BCR signal inh: 1%; Eya2 inh: 17%; hERG WT inh: -32; ASM inhibitor: -2%; TSHR antag: 3; MBNL1 CUG block: -1%

What do the screens show for `COc1ccc(C)cc1NC(=O)C1CCCN(S(=O)(=O)c2cnc[nH]2)C1` (stereo not drawn)?
Mito fusion act: 2%; PKM2 act: 4%; USP2a block: 0%; GALK inh: 3%; Menin MLL FP TR: 7%; BCR signal inh: -3%; Eya2 inh: 12%; hERG WT inh: 0; ASM inhibitor: 1%; TSHR antag: 8; MBNL1 CUG block: 9%

What do the screens show for `O=C(O)c1cc(S(=O)(=O)NCc2ccco2)c(Cl)cc1Cl`?
Mito fusion act: 0%; PKM2 act: 27%; USP2a block: 0%; GALK inh: 2%; Menin MLL FP TR: -7%; BCR signal inh: 1%; Eya2 inh: 4%[15.4 µM]; hERG WT inh: -9; ASM inhibitor: 3%; TSHR antag: 10; MBNL1 CUG block: -11%

How did C(=N\Nc1nc2ccccc2[nH]1)/c1cccc2cccnc12 do in these assays?
Mito fusion act: -2%; PKM2 act: -7%; USP2a block: 1%; GALK inh: -1%; BCR signal inh: inconclusive; Eya2 inh: -4%; hERG WT inh: 0; ASM inhibitor: 0%; TSHR antag: -3

What do the screens show for `CC(C)n1c(SCC(=O)c2ccc3c(c2)OCCO3)nc2c1c(=O)n(C)c(=O)n2C`?
Mito fusion act: -5%; PKM2 act: 14%; USP2a block: -4%; GALK inh: 1%; Menin MLL FP TR: 1%; BCR signal inh: -1%; Eya2 inh: -1%; hERG WT inh: -3; ASM inhibitor: 3%; TSHR antag: -11; MBNL1 CUG block: 8%

Results for CCCOc1ccc(-c2c(C(=O)N/N=C/c3ccncc3)nnn2-c2nonc2N)cc1 ?
Mito fusion act: -8%; PKM2 act: 1%[0.46 µM]; USP2a block: 1%; GALK inh: -1%; Menin MLL FP TR: 20%; BCR signal inh: inconclusive; Eya2 inh: 0%; hERG WT inh: 1; ASM inhibitor: -5%; TSHR antag: -6; MBNL1 CUG block: inconclusive

Results for O=S(=O)(c1cccc2nsnc12)N1CCN(C/C=C/c2ccccc2)CC1 ?
Mito fusion act: 7%; PKM2 act: 10%; USP2a block: -1%; GALK inh: 3%; Menin MLL FP TR: -11%; BCR signal inh: -3%; Eya2 inh: 7%; hERG WT inh: 1; ASM inhibitor: -1%; TSHR antag: -3; MBNL1 CUG block: inconclusive

How did COCC1CCCN(Cc2cn(Cc3ccccc3)nc2-c2cc3ccccc3o2)C1 (stereo not drawn) do in these assays?
Mito fusion act: 3%; PKM2 act: -2%; USP2a block: -1%; GALK inh: -2%; Menin MLL FP TR: inconclusive; BCR signal inh: inconclusive; Eya2 inh: -4%; hERG WT inh: -12; ASM inhibitor: 13%; TSHR antag: 17; MBNL1 CUG block: -2%

What do the screens show for `CC(C)(C)c1ccc(C(=O)NC(=S)N2CCCCCC2)cc1`?
Mito fusion act: 5%; PKM2 act: -4%; USP2a block: 0%; GALK inh: -3%; BCR signal inh: -3%; Eya2 inh: 0%; hERG WT inh: -37; ASM inhibitor: -1%; TSHR antag: -8; MBNL1 CUG block: 5%

What do the screens show for `OCCN1CCN(CC#CCC(c2ccccc2)c2ccccc2)CC1`?
Mito fusion act: -4%; PKM2 act: -1%; USP2a block: -1%; GALK inh: 0%; BCR signal inh: 1%; Eya2 inh: -25%; hERG WT inh: 2; ASM inhibitor: -1%; TSHR antag: -2

What do the screens show for `COc1ccccc1NC(=O)c1ccc(S(=O)(=O)N2CCOCC2)cc1`?
Mito fusion act: 3%; PKM2 act: -2%; USP2a block: 2%; GALK inh: -2%; Menin MLL FP TR: 3%; BCR signal inh: -1%; Eya2 inh: 10%; hERG WT inh: 0; ASM inhibitor: 0%; TSHR antag: -5; MBNL1 CUG block: 4%

Results for Cc1c(C(=O)OCC(=O)N2CC(=O)Nc3ccccc32)oc2ccccc12 ?
Mito fusion act: -1%; PKM2 act: -2%; USP2a block: 1%; GALK inh: 1%; Menin MLL FP TR: 2%; BCR signal inh: inconclusive; Eya2 inh: 14%; hERG WT inh: 16; ASM inhibitor: -7%; TSHR antag: 10; MBNL1 CUG block: 0%

How did CCOc1ccc(NC(=O)CN(C)C(=O)CCCOc2ccc(Cl)c(C)c2)cc1OCC do in these assays?
Mito fusion act: -3%; PKM2 act: 0%; USP2a block: -8%; GALK inh: 6%; BCR signal inh: inconclusive; Eya2 inh: -7%; hERG WT inh: 6; ASM inhibitor: -9%; TSHR antag: 8; MBNL1 CUG block: -1%

Only part of the results is shown (hit frequency here may not be typical).
